# PfGluPho inh = PfG6PD (Plasmodium falciparum) enzyme inhibition; AID 504690; inhibition, % at 20 µM; PfGluPho enzyme, NADPH resazurin-diaphorase fluorescence; 350,000 compounds, 0.78% hits;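 active = inhibition reaching at least a set limit at 20 µM in the primary screen, cut at about 59% in these data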;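 note: 0% = DMSO wells with substrate and 100% = DMSO wells lacking glucose-6-phosphate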
# SENP8 block-1 = SENP8 protease inhibition. AID 2540. purified SENP8, Z-RLRGG-aminoluciferin cleavage, luminescence. inhibition, % at 10 µM. Q96LD8. 330,000 compounds, 1.2% hits; in the data active = inhibition above about 50%
# Target sequence (Q96LD8 whole entry, looked up): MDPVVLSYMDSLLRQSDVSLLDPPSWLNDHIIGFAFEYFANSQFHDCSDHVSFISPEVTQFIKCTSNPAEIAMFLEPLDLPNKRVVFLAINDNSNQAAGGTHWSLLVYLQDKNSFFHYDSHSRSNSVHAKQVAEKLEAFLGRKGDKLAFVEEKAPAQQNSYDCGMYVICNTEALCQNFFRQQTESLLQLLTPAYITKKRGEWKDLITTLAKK
# SENP7 inh = SENP7 protease inhibition. Q9BQF6. recombinant SENP7, Z-RLRGG-aminoluciferin luminescence, 40 min. inhibition, % at 5 µM. 330,000 compounds, 1.5% hits;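 active = inhibition above about 50% at the single test dose, limit read from the data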;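 note: plate controls were DMSO with enzyme for no effect and no enzyme buffer wells for full effect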
# MIN6 prolif = inducers of beta-cell replication in MIN6 cells. MIN6 cells proliferation, ATPlite luminescence, 48 h; cells starved in 0.2% serum; 100% = growth in 10% serum. proliferation, % at 10 µM. 330,000 compounds, 0.29% hits;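 active = compounds whose signal lies at least 3.5 SD above the mean of all wells on their plate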;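 note: 0% = DMSO-treated cells in low-serum medium and 100% = 10% serum control; some compounds called inactive have numbers as strong as hits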
# UBC13 inh = inhibitors of human UBC13 polyubiquitin chain formation | P61088 | TR-FRET | inhibition, % at 20 µM | 330,000 compounds, 0.47% hits | AID 485273; in the data active = inhibition above about 45%, passing the limit was not always enough
# Target sequence (P61088 whole entry, looked up): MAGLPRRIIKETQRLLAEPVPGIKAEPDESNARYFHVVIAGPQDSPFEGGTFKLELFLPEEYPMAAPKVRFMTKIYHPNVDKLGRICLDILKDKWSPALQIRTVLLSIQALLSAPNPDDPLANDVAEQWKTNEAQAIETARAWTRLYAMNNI
# SENP1 inh = SENP1 (human) catalytic domain inhibition | Q9P0U3 | recombinant SENP1 catalytic domain, CyPet-SUMO1-YPet FRET cleavage | inhibition, % at 10 µM | 360,000 compounds, 0.21% hits | AID 624204;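 active = inhibition at least 30% at 10 µM, raw YFP signal under a set limit, fluorescence ratio 0.5 to 1.5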;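 note: 0% = enzyme with DMSO and 100% = no enzyme wells; some results filed as inactive read as strong as hits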
#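 Test system: human SENP1 catalytic domain; medium: Tris pH 8 buffer plus EDTA, NaCl, BME, BSA, NP40, catalase; incubation: 50 min reaction at room temperature; technique: FRET, CFP and YFP emission; controls: no-enzyme low control and enzyme-plus-DMSO high control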
# HKDC1 inhibitor = blocks human hexokinase HKDC1 activity; recombinant HKDC1, G6PDH/diaphorase resazurin coupled fluorescence; inhibition, % at 20 µM; 340,000 compounds, 0.16% hits; AID 493160;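 active = inhibition above about 35% when tested at 20 µM, limit read from the data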;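 note: plate controls were DMSO wells with enzyme for no effect and DMSO wells lacking enzyme for full effect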
#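 Material – in-house recombinant HK5 (HKDC1) enzyme · Quantity – HKDC1 at 5 µg/mL · Buffer or medium – pH 8.0 Tris buffer with 10 mM MgCl2 · Reagent – glucose with 1 mM ATP · Dosing – single 20 µM dose · Times – reaction time 90 min, room temperature, protected from light · Technique – resorufin fluorescence at 613 nm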
# SENP8 block-2 = inhibitors of human SENP8 protease; Q96LD8; recombinant SENP8, Nedd8 substrate fluorescence; inhibition, % at 20 µM; 360,000 compounds, 0.64% hits; AID 602440; in the data active = inhibition mostly above about 40%, no sharp cut-off; inactive = mostly below about 27%
# SENP6 inh = blocks the human protease SENP6. Q9GZR1. Recombinant SENP6 catalytic domain, aminoluciferin luminescence. inhibition, % at 10 µM. 330,000 compounds, 1.8% hits;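 active = inhibition above about 50% at the single tested dose, limit read from the data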;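 note: plate controls were DMSO wells with enzyme for no effect and DMSO wells lacking enzyme for full effect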
# Target sequence (Q9GZR1 628-1112 limits assumed): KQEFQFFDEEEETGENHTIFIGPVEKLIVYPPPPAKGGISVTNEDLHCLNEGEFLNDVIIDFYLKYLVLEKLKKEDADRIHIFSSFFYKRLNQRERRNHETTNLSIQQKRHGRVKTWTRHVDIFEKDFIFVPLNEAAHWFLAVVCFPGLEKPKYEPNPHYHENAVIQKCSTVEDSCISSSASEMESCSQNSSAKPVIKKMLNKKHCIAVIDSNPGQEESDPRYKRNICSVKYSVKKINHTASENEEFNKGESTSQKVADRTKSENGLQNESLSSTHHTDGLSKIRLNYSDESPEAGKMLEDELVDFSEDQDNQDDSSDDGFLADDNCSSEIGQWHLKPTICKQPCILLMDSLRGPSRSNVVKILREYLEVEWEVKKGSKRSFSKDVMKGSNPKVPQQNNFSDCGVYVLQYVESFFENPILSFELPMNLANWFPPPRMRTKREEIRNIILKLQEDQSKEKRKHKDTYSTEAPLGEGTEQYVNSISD
# Numbers without * were called inactive; . = not tested or not shown.
molecule | MIN6 prolif | SENP8 block-1 | UBC13 inh | HKDC1 inhibitor | SENP7 inh | SENP6 inh | PfGluPho inh | SENP1 inh | SENP8 block-2
O=C(COC(=O)c1cccnc1Cl)NC(=O)NC1CCCCC1 | 0 | -2 | 3 | 4 | -2 | -1 | -10 | 3 | 6
Cc1nnc(SCc2nc3ccccc3s2)n1N | -1 | 4 | 11 | -4 | 4 | 13 | -3 | -10 | -22
Cc1nc(C(F)(F)F)c(C(=O)O)cc1-c1nc(-c2ccccc2)cs1 | -2 | -11 | -9 | 5 | -7 | -23 | -10 | 2 | -143
CCOC(=O)c1c(NC(=O)Cn2cnc([N+](=O)[O-])n2)sc(C)c1C | -1 | 1 | 20 | -9 | 6 | -11 | 5 | 0 | 6
O=C(CN1CCC(NC(=O)c2ccco2)CC1)Nc1ccccc1[N+](=O)[O-] | -3 | 2 | 5 | . | -2 | -20 | . | . | .
C/[N+]([O-])=C\C1C(=O)CC(C)(C)CC1=O | 0 | 6 | 4 | -16 | -6 | 20 | 7 | 0 | 10
CCOC(=O)/C=C/[C@H]1CCc2cccc(Cl)c2O1 | -3 | -19 | 2 | -1 | -10 | -10 | -7 | 1 | 14
FC(F)(F)c1cccnc1-n1cncn1 | -1 | 2 | 3 | 4 | -3 | -12 | -4 | 1 | -4
O=S(=O)(CCc1ccncc1)c1ccc(Cl)cc1 | 0 | -13 | -1 | -2 | -7 | -22 | 6 | 0 | 14
COc1cc(/C=N/N=C(N)N)ccc1OCc1ccc(Cl)cc1 | -6 | -27 | 91* | -7 | -12 | -38 | 11 | 0 | 26
CC1CCN(C(=O)C(Cc2ccccc2)NS(=O)(=O)c2ccc3c(c2)oc(=O)n3C)CC1 (stereo not drawn) | 3 | 3 | 3 | -2 | -5 | -5 | -9 | 2 | 14
COC(=O)Cc1cc(=O)n2[nH]cnc2n1 | -1 | 4 | 3 | 5 | 15 | -8 | -4 | 2 | 38
CC(C)CNC(=S)NC(=O)c1csc([N+](=O)[O-])c1 | 0 | 2 | -16 | -3 | -12 | -12 | 9 | 0 | 14
CN1CCN(C2CCN(c3ccc(Nc4nnc(Cl)c(Nc5ccccc5S(C)(=O)=O)n4)c(OC(CF)CF)c3)CC2)CC1 | -5 | 9 | 20 | 0 | 2 | 2 | -3 | 2 | 29
CCc1ccccc1N(C)S(=O)(=O)c1ccc2[nH]cc(C(=O)N3CCc4ccccc43)c(=O)c2c1 | -2 | -4 | -16 | 3 | -3 | -2 | -30 | -4 | -79
CC(OC(=O)CCN=C1NS(=O)(=O)c2ccccc21)C(=O)N(C)C1CCCCC1 (stereo not drawn) | 2 | -5 | -3 | -1 | -2 | -1 | 6 | 1 | 6
COc1ccc(S(=O)(=O)N2CCOCC2)cc1NC(=O)COC(=O)c1ccc(C)s1 | 3 | 1 | 5 | -4 | 3 | -5 | 10 | 3 | 3
CSc1ccc(S(=O)(=O)NC2CCCCCC2)cc1 | 0 | -2 | -6 | -4 | -7 | -3 | 5 | 1 | 17
Cc1ccc(S(=O)(=O)N2CCOC2CNC(=O)C(=O)NCc2ccccc2)cc1 (stereo not drawn) | 2 | 6 | -3 | -5 | -5 | -2 | 2 | 0 | -5
COC(=O)Cn1c(CCS(=O)(=O)c2ccc(C)cc2)nc2ccccc21 | 2 | -13 | -9 | -5 | -8 | -27 | 2 | -3 | 2
N/C(=N\c1nc2ccccc2o1)NC(=O)c1cccc(Br)c1 | -3 | -2 | 2 | 3 | -1 | -16 | -19 | 2 | -29
CC1=NN(c2nc(-c3ccc(C)cc3)cs2)C(=O)C1N=Nc1cccc(C)c1 (stereo not drawn) | 0 | 8 | -34 | -8 | -2 | 69* | 6 | 4 | 35
Nc1cc(=O)[nH]c(SCC(=O)NC2CCCc3ccccc32)n1 (stereo not drawn) | 2 | 4 | 3 | -9 | 3 | -6 | 3 | -2 | 8
COC(=O)C1=CN(Cc2ccc(F)cc2)C=C(C(=O)OC)C1c1cc(OC)c(OC)c(OC)c1 | 4 | 2 | 10 | 1 | -2 | -19 | 18 | -79 | -318
Cn1c(/C=C/c2ccc(Cl)cc2)c([N+](=O)[O-])c(=O)n(C)c1=O | -3 | 10 | -1 | 14 | 8 | -1 | -6 | 34* | 5
O=C(Cn1cnc2c(nnn2-c2ccccc2)c1=O)NCCc1ccccc1 | 5 | 2 | 4 | -5 | -1 | 8 | 2 | 2 | -1
COCc1c(C(=O)OC)nnn1-c1ccccc1 | 0 | -5 | -6 | -11 | -8 | -11 | -15 | 0 | 11
O=C(Nc1ccc(F)cc1F)NC1CC1 | -3 | -1 | -3 | 5 | -4 | -5 | -17 | -1 | 5
COc1ccc(OC)c(C2=NNC(=NCc3ccc4c(c3)OCO4)SC2)c1 | 0 | -12 | -6 | 5 | 5 | -22 | 11 | -10 | -183
COC(=O)c1ccc(SCc2ccccc2)nc1 | -3 | -20 | 0 | -1 | -5 | 1 | -11 | 0 | 17
O=S(=O)(NCC(c1cccnc1)N1CCN(c2ccc(F)cc2)CC1)c1cc(F)ccc1F (stereo not drawn) | -2 | -4 | 4 | -12 | -4 | -17 | 7 | -2 | 8
COc1ccc(S(=O)(=O)n2nc(C)cc2C)cc1OC | 1 | -13 | 1 | -8 | -7 | 8 | -2 | -1 | 8
Cc1ccc(-n2ncc3c(NCc4ccc5c(c4)OCO5)ncnc32)c(C)c1 | -2 | -7 | -2 | -5 | -8 | -16 | 23 | 1 | 12
CCOC(=O)C(=CNc1cccc(C)c1C)C(=O)OCC | 0 | -5 | -9 | 5 | -4 | 4 | 7 | 2 | -22
O=C(O)c1ccccc1NSc1ccccc1[N+](=O)[O-] | 0 | -8 | -4 | -1 | -7 | -17 | 0 | 1 | 6
CCC(C)C(NC(=O)C(N)CC(C)C)C(=O)NC(CCC(=O)OCc1ccccc1)C(N)=O (stereo not drawn) | -1 | -7 | -2 | -15 | -8 | -31 | -6 | 1 | -26
COc1ccccc1C1C=C(c2ccc(Cl)cc2)Nc2nc(N3C(=O)CCC3=O)nn21 (stereo not drawn) | -1 | 10 | 14 | 4 | 1 | -3 | -9 | -22 | -290
Cc1ccc(NC(=O)CCNC(=O)c2ccc(Br)cc2)cc1S(=O)(=O)N1CCCCCC1 | -5 | 5 | 7 | 5 | -6 | -3 | -20 | 0 | 4
O=C(OCC(=O)N1CCN(C(=O)c2ccco2)CC1)c1cc(-c2ccc(F)cc2)nc2ccccc12 | -4 | -2 | 4 | 0 | -6 | -1 | 22 | 1 | -216
CC(C)C(NC(=O)c1ccc(Cl)cc1)C(=O)NC1=NCCS1 (stereo not drawn) | 0 | -5 | -1 | -6 | 3 | 1 | -7 | 3 | 3
COC(=O)[C@@]12CCCCN1[C@H](c1ccc(-c3ccc(C(C)=O)cc3)cc1)[C@H]1C(=O)N(C)C(=O)[C@H]12 | -7 | 0 | 15 | 3 | 2 | -4 | 3 | 2 | 16
CN(C)C(=O)c1ccccc1Sc1ccc(Cl)cc1Cl | -3 | -7 | -9 | -3 | 3 | -14 | 40 | 1 | 17
COc1ccc(-c2cnc[nH]2)cc1 | -3 | -8 | -13 | -6 | 7 | -9 | 0 | 0 | 16
Cc1ccc(NC2Sc3ccccc3NC2=O)cc1Cl (stereo not drawn) | -6 | 2 | 3 | -5 | 21 | 25 | 82* | 2 | 22
Cc1ccc(-n2nc3c(c2NC(=O)c2ccc4c(c2)OCO4)CSC3)c(C)c1 | 1 | -1 | 16 | -5 | -4 | -5 | -4 | 0 | -2
CS(=O)(=O)c1ccc2nc(NC(=O)CCNC(=O)c3ccc([N+](=O)[O-])cc3)sc2c1 | -3 | -22 | -9 | -5 | -11 | -16 | -28 | 0 | -1
CCN(CC(=O)Nc1c(F)cccc1F)C(=O)c1ccc(Cl)c(S(=O)(=O)N2CCCC2)c1 | -1 | -1 | -5 | -6 | 0 | 6 | 3 | -20 | -22
O=C(CSc1ncnc2sc3c(c12)CCC3)Nc1ccccc1C(=O)O | -3 | -3 | 13 | 11 | -7 | 2 | -27 | 1 | 8
Cc1c(N/C=C/C(=O)c2cccs2)c(=O)n(-c2ccccc2)n1C | -1 | 1 | -5 | -4 | 7 | 9 | -2 | 10 | 20
CCOC(=O)C1(Cc2cccc(F)c2)CCN(Cc2ccon2)CC1 | 0 | -3 | 0 | -7 | -4 | 4 | 0 | -1 | 17

# Additional structures.
molecule | MIN6 prolif | SENP8 block-1 | UBC13 inh | HKDC1 inhibitor | SENP7 inh | SENP6 inh | PfGluPho inh | SENP1 inh | SENP8 block-2
CCc1ccc(C(=O)CN2C(=O)NC3(CCCCCC3)C2=O)cc1 | 1 | -8 | 4 | -3 | -1 | -6 | -4 | 0 | 6
COc1cccc(NC(=S)NNC(=O)c2c([N+](=O)[O-])c(C)nn2C)c1 | 5 | -3 | 4 | -8 | -2 | -6 | -18 | 2 | 11
Cc1cc(C(=O)NCC(c2ccco2)N(C)C)ccc1[N+](=O)[O-] (stereo not drawn) | 0 | -3 | -4 | -4 | 6 | -3 | 0 | -28 | 0
O=S(=O)(NCCc1ccccn1)c1cc(Cl)cc(Cl)c1O | 8 | -6 | -4 | -1 | 5 | -10 | -38 | 1 | -31
CCOC(=O)c1c(C)[nH]c(C)c1C(=O)CSc1nc(N)cc(N)n1 | -2 | -4 | 7 | -3 | -4 | -2 | 10 | -1 | 17
Cc1ccc(N2CCN(C(=O)c3nn(C)c4c3CS(=O)(=O)c3ccccc3-4)CC2)c(C)c1 | -1 | 9 | 1 | 8 | -9 | 7 | -3 | 2 | 25
COc1ccc(NC(=O)COC(=O)CCCC2=NS(=O)(=O)c3ccccc3N2)cc1Cl | 0 | -2 | 4 | 1 | 1 | -2 | 1 | 5 | 10
Cc1nnc(NCCc2ccccc2)n(N)c1=O | 0 | 1 | -8 | -2 | -8 | -1 | -1 | 2 | 12
S=c1nc(C2CC2)n(-c2ccccc2)[nH]1 | 5 | 4 | 6 | -7 | 1 | -2 | 32 | 0 | -1
COc1ccccc1OC(=O)c1ccc2nsnc2c1 | -3 | -8 | 5 | 8 | 15 | 18 | 11 | 2 | 5
Cn1c(CN2CCCCC2)nc2cc(NC(=O)c3ccc(Cl)cc3)ccc21 | -1 | -6 | -7 | -8 | -7 | -19 | -4 | -6 | -37

# Assay outcomes as filed in PubChem.
